NR2F2 inh = inhibitors of human COUP-TFII (NR2F2). P24468. HEK293T NGFI-A luciferase reporter, luminescence. inhibition, % at 8.6 µM. 370,000 tested, 0.7% active. AID 686940;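 active = inhibition above a per-plate cutoff, mean inhibition of test wells between control levels plus 3 SD, cut at about 38% in these data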;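 also: cells cotransfected with COUP-TFII expression vector driving the NGFI-A reporter; 0% = median of COUP-TF2 test wells and 100% = reporter-only cells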
Vif inh = HIV Vif inhibition; HEK293T cells, Vif self-association by quenched fluorescence, imaging, 24 h; inhibition, % at 7.49 µM; 340,000 tested, 0.35% active; AID 602346; in the data active = inhibition above about 50%, passing the limit was not always enough; also: some results filed as inactive read as strong as hits
NR5A2 inv ag = NR5A2 inverse agonism in reporter assay; O00482; HEK293T StAR-luciferase reporter, LRH-1 transfected, 24 h; inhibition, % at 3.6 µM; 360,000 tested, 0.13% active; AID 602396;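 active = inhibition above the mean inhibition of all tested compounds plus 3 SD, cut at about 73% in these data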;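 also: 0% = DMSO wells and 100% = reporter-only cells lacking LRH-1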
SRC3 inh = inhibits human SRC3 coactivator; Q9Y6Q9; inhibition, % at 3.6 µM; HEK293 GAL4-SRC3 luciferase reporter, luminescence; 360,000 tested, 0.17% active;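 active = inhibition above a per-campaign cutoff, the mean of all compounds plus 3 SD, cut at about 60% in these data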;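 also: 0% = DMSO-treated cells and 100% = gossypol-treated cells at 36 µM; higher means less SRC3-driven luciferase light from the GAL4 reporter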
TLR9-MyD88 block = blocks human TLR9 binding to MyD88; Q9NR96+Q99836; CHO BLA complementation TLR9-MyD88, CCF4 FRET ratio; inhibition, % at 4.98 µM; 340,000 tested, 0.21% active; AID 504734;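 active = inhibition above the mean over all tested compounds plus 3 SD, cut at about 21% in these data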;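 also: 0% = DMSO only wells and 100% = clavulanate BLA inhibitor control wells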
NOD2 RIPK2 PPI = blocks binding of human NOD2 to RIPK2 | CHO BLA complementation NOD2-RIPK2, CCF4 ratio | 360,000 tested, 0.38% active | AID 624267 | inhibition, % at 4.98 µM; in the data active = inhibition above about 21%;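 also: 0% = vehicle only and 100% = reference blocker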
SRC1 inh = human NCOA1 inhibition; 360,000 tested, 0.12% active; HEK293 GAL4-SRC1 luciferase reporter, luminescence; AID 588354; inhibition, % at 3.6 µM;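 active = inhibition above the campaign mean plus 3 SD, with each screening campaign given its own cutoff, cut at about 60% in these data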;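 also: 0% = DMSO treated cells and 100% = gossypol at 36 µM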
TROY NFkB inh = TROY signaling inhibition; 360,000 tested, 0.98% active; AID 1347056; inhibition, % at 10 µM; Q293 LMP1-TROYcd NF-kB luciferase reporter, 4 h;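 active = compounds whose plate-normalised and pattern-corrected inhibition of the luciferase reporter signal at the single screening dose is 50% or more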
NCOA2 inhibitor = inhibits human steroid receptor coactivator 2. Q15596. inhibition, % at 9 µM. HEK293 GAL4-SRC2 luciferase reporter, luminescence. 370,000 tested, 0.17% active;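 active = inhibition above the mean inhibition of all tested compounds plus 3 SD, set per campaign, cut at about 52% in these data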;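 also: 0% = DMSO treated cells and 100% = cells given Gossypol at 36 µM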
EBV LMP1 NFkB = inhibitors of Epstein-Barr LMP1-induced NF-kappaB reporter | AID 504558 | LMP1-induced NF-kappaB luciferase reporter cells, luminescence | 350,000 tested, 0.69% active | inhibition, % at 12.5 µM; in the data active = inhibition above about 41%;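 also: 0% = neutral control wells and 100% = reference inhibitor control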
TRAIL sens C8 = caspase-8 TRAIL sensitization; NB7+C8 cells + TRAIL, ATPlite viability luminescence; inhibition (viability loss, TRAIL sensitization), % at 10 µM; 360,000 tested, 1% active; AID 624354;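 active = compounds causing at least 50% loss of cell viability in the single-dose screen, relative to plate controls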
Numbers without * were called inactive; . = not tested or not shown. Not all compounds are listed (hit frequency here may not be typical).

SMILES	NR2F2 inh	Vif inh	NR5A2 inv ag	SRC3 inh	TLR9-MyD88 block	NOD2 RIPK2 PPI	SRC1 inh	TROY NFkB inh	NCOA2 inhibitor	EBV LMP1 NFkB	TRAIL sens C8
CC1(C)Cc2ccccc2C(/C(=N/O)C(N)=O)=N1	-8	17	7	12	1	-7	-16	10	4	2	-25
COc1ccc(CCN2CC(C(=O)N(C)Cc3ccc4nsnc4c3)CCC2=O)cc1 (centres undefined)	-5	10	18	1	-13	-3	-1	-5	-5	-2	8
CCOC(=O)CC(NS(=O)(=O)c1ccc2[nH]cc(C(=O)O)c(=O)c2c1)c1ccc(OCC)c(OC)c1 (centres undefined)	21	1	-12	1	-1	-7	-5	-7	-48	2	-23
COc1ccc(C(=O)Nc2ccc(OC)c([N+](=O)[O-])c2)cc1Br	-7	-2	7	-3	6	16	-30	-2	-2	3	-6
COc1ccc(-c2cn3c(C)c(C(=O)NCc4ccc5c(c4)OCO5)sc3n2)cc1	-13	14	-11	-32	10	5	-2	2	-13	4	-25
CCn1nnnc1NCc1ccc(OCc2ccc(F)cc2Cl)c(OC)c1	-8	-4	11	16	-1	-16	4	7	28	-7	-1
O=C(CSc1nnc(NC(=O)c2c(F)cccc2F)s1)Nc1ccc(F)cc1	-7	3	-43	-1	18	-2	5	-33	-23	-8	5
Nc1nnc(CC(=O)N/N=C/c2ccc(-c3ccc(F)cc3)o2)s1	7	-3	8	5	.	-8	-5	-15	19	.	33
Cc1ccc(SCc2nc(-c3ccncc3)no2)cc1	-3	-4	-25	-1	-5	1	-41	-28	-51	-14	12
O=C(NC(=S)Nc1ccc(F)cc1)C1CCCCC1	-36	0	-22	-35	6	-5	-48	-34	-46	-5	2
COC(=O)[C@@]12CCCCN1[C@H](c1ccc(-c3ccc(OC)cc3)c(OC)c1)[C@@H]1C(=O)N(C)C(=O)[C@@H]12	1	22	15	0	-10	5	5	2	-8	12	4
COc1ccc(/C=C2\Oc3cc(OC(=O)N4CCOCC4)ccc3C2=O)c(OC)c1	0	2	-7	7	-7	5	0	17	-8	-5	17

The list goes on, starting with the last 2 of the part before.
SMILES	NR2F2 inh	Vif inh	NR5A2 inv ag	SRC3 inh	TLR9-MyD88 block	NOD2 RIPK2 PPI	SRC1 inh	TROY NFkB inh	NCOA2 inhibitor	EBV LMP1 NFkB	TRAIL sens C8
COC(=O)[C@@]12CCCCN1[C@H](c1ccc(-c3ccc(OC)cc3)c(OC)c1)[C@@H]1C(=O)N(C)C(=O)[C@@H]12	1	22	15	0	-10	5	5	2	-8	12	4
COc1ccc(/C=C2\Oc3cc(OC(=O)N4CCOCC4)ccc3C2=O)c(OC)c1	0	2	-7	7	-7	5	0	17	-8	-5	17
COCCCNC(=O)CSc1nc2c(sc(=S)n2-c2cc(Cl)ccc2OC)c(=O)[nH]1	12	-13	11	10	8	-10	12	-13	-15	1	10
CN(c1ccccc1)S(=O)(=O)c1ccc(C(=O)Nc2cccc(S(=O)(=O)N3CCOCC3)c2)cc1	56*	.	20	12	2	-9	19	29	8	-4	26
COc1cc(OC)cc(C(=O)N2CCN(C(=O)c3cccnc3)CC2)c1	-15	11	-19	5	-7	5	-11	-34	-13	-5	-18
COc1cc(C(=O)N2CCN(C(=O)Cc3ccccc3)CC2)cc(OC)c1OC	16	34	9	6	4	-7	-2	6	12	2	9
Cc1cc(C)c(-c2csc(NC(=O)CCCc3nc4ccccc4c(=O)[nH]3)n2)c(C)c1	-3	-7	-5	3	-4	3	-3	26	24	9	29
Cc1ccc(C(=O)N2CCN(c3ccccn3)CC2)cc1C	7	11	6	1	3	-4	1	-4	-15	6	-6
O=C(CSc1n[nH]c(-c2cccnc2)n1)Nc1ccccc1[N+](=O)[O-]	-14	-8	10	4	-4	6	15	-6	-29	-7	-1
O=C1NN(c2ccc(Cl)c(Cl)c2)C(=O)/C1=C/c1ccc(-c2ccccc2C(=O)O)o1	3	1	-13	1	-3	-3	-13	-2	2	4	13
CC(C)Cn1c(O)c(/C=C2\C=NN=C2c2ccccc2)sc1=S	2	11	-8	13	0	-1	-16	-5	14	5	-5
Cc1cc2nnc(SCC(=O)OC(C)C)n2c2ccccc12	-3	-4	-11	24	-3	-8	-18	-6	-15	0	3
CC(C)(C)c1ccc(OCCC(=O)Nc2cccc(S(=O)(=O)N3CCCCC3)c2)cc1	17	-18	-22	9	-12	5	0	2	-28	5	-3
C(=NOCCc1ccccc1)c1ccncc1	-20	6	-37	-94	3	-1	-49	-76	-77	-24	9
O=C(O)c1ccccc1-c1ccccc1C(=O)Nc1ccc2oc(=O)c3ccccc3c2c1	8	17	-15	-20	9	-2	3	19	8	-7	-5
CC(C)(C)NC(=O)NC(=O)C[n+]1ccc(Cc2ccc([N+](=O)[O-])cc2)cc1	5	-15	6	-7	4	-2	-4	2	-17	-4	-6
CCCCN(CC)CCNC(=O)C1c2cc(OC)c(OC)cc2C(=O)N2CCc3ccccc3C12 (centres undefined)	7	-4	-2	9	3	2	5	-7	30	-2	-9
Nc1nc(SC2c3cccc4cccc(c34)C2NS(=O)(=O)c2ccccc2)n[nH]1 (centres undefined)	5	1	13	7	5	-3	1	1	11	1	-1
COc1ccc(CN(C(=O)c2ccco2)C2CC(C)N(C)CC2C)cc1 (centres undefined)	-1	-4	10	9	-14	-5	8	2	0	4	-11
O=C(CN1C(=O)NC2(CCCC2)C1=O)Nc1cc(Cl)ccc1N1CCCCC1	18	-3	2	17	-1	8	-11	17	-9	2	7
COc1ccc(C(c2nnnn2C(C)(C)C)N2CCN(C)CC2)cc1OC (centres undefined)	1	19	4	-3	0	-8	-10	8	18	-11	-1
Cc1ccc2c(CSc3nc4ccccc4c(=O)n3CCCO)cc(=O)oc2c1C	-12	-1	3	23	-11	3	14	17	-26	10	0
CS(=O)(=O)N(CC(=O)NCC1CCCO1)c1ccc(Cl)c(Cl)c1 (centres undefined)	-5	23	-23	25	-12	1	-1	5	0	-10	-11
NC(=O)CC(NC(=O)Cc1ccc(Br)cc1)c1ccc(NCCc2cccc(F)c2)c([N+](=O)[O-])c1 (centres undefined)	-1	.	13	10	0	10	-3	-13	-7	5	0
Cc1oc2ccc(OCc3ccc(F)cc3)cc2c1C(=O)O	-7	-3	-12	-12	-1	-4	1	-11	-64	0	-5
CCN(CC)S(=O)(=O)c1ccc2c(c1)N(CC(=O)NCc1ccccn1)C(=O)CO2	10	-3	17	15	2	-5	1	-9	8	1	16

2 records picked at random from the list so far:
SMILES	NR2F2 inh	Vif inh	NR5A2 inv ag	SRC3 inh	TLR9-MyD88 block	NOD2 RIPK2 PPI	SRC1 inh	TROY NFkB inh	NCOA2 inhibitor	EBV LMP1 NFkB	TRAIL sens C8
COc1ccc(CN(C(=O)c2ccco2)C2CC(C)N(C)CC2C)cc1 (centres undefined)	-1	-4	10	9	-14	-5	8	2	0	4	-11
CCN(CC)S(=O)(=O)c1ccc2c(c1)N(CC(=O)NCc1ccccn1)C(=O)CO2	10	-3	17	15	2	-5	1	-9	8	1	16

Further compounds follow.
SMILES	NR2F2 inh	Vif inh	NR5A2 inv ag	SRC3 inh	TLR9-MyD88 block	NOD2 RIPK2 PPI	SRC1 inh	TROY NFkB inh	NCOA2 inhibitor	EBV LMP1 NFkB	TRAIL sens C8
Cc1cc(Cl)ccc1OCC(=O)NCCCN1CCOCC1	2	-2	-2	6	0	-1	5	-6	-9	3	-16
CC(=O)c1ccc(-c2ccc(C(=O)NC3CC(C)(C)NC(C)(C)C3)o2)cc1	7	-1	-4	7	-6	1	-22	-11	-19	-5	-9
CCN(C(=O)COC(=O)C1CC1)c1c(N)n(Cc2ccccc2)c(=O)[nH]c1=O	6	2	2	-12	13	-2	10	6	26	3	-2
COc1cc(NC(=O)COC(=O)c2cnc(C)cn2)c(C)cc1[N+](=O)[O-]	15	-12	1	5	2	-5	5	-5	-5	-3	-5
COCCN(C(=S)Nc1ccc(C(C)C)cc1)C(C)c1cccs1 (centres undefined)	1	-16	17	11	-4	-2	-1	-13	11	-11	13
COc1ccc(-c2nc(C)ncc2N=Nc2ccccc2)cc1	-5	-6	43	-20	3	-10	-10	16	-32	-15	2

Some of these compounds in order of heavy-atom count, smallest number first:
SMILES	NR2F2 inh	Vif inh	NR5A2 inv ag	SRC3 inh	TLR9-MyD88 block	NOD2 RIPK2 PPI	SRC1 inh	TROY NFkB inh	NCOA2 inhibitor	EBV LMP1 NFkB	TRAIL sens C8
COc1ccc(-c2nc(C)ncc2N=Nc2ccccc2)cc1	-5	-6	43	-20	3	-10	-10	16	-32	-15	2
COCCN(C(=S)Nc1ccc(C(C)C)cc1)C(C)c1cccs1 (centres undefined)	1	-16	17	11	-4	-2	-1	-13	11	-11	13
COc1cc(NC(=O)COC(=O)c2cnc(C)cn2)c(C)cc1[N+](=O)[O-]	15	-12	1	5	2	-5	5	-5	-5	-3	-5
CCN(C(=O)COC(=O)C1CC1)c1c(N)n(Cc2ccccc2)c(=O)[nH]c1=O	6	2	2	-12	13	-2	10	6	26	3	-2

High-throughput results as filed in PubChem.
